Assay outcomes: PubChem BioAssay, National Center for Advancing Translational Sciences (NCATS)
GPT2 inh = blocks human glutamate pyruvate transaminase 2; Q8TD30; Recombinant GPT2, coupled pyruvate oxidase/HRP Amplex Red fluorescence; Potency, µM (titrated, usually from 57.7 µM), for inactives: at the top dose activity change, negative = inhibition, hits mostly inhibitors; hit rate 0.25% among 100,000; AID 1671188; also: potency is read from the fitted curve at half-maximal effect; nearly all actives have a fitted effect of over 60% in size; many of its hits are not listed in these tables
Target sequence (Q8TD30 whole entry, looked up): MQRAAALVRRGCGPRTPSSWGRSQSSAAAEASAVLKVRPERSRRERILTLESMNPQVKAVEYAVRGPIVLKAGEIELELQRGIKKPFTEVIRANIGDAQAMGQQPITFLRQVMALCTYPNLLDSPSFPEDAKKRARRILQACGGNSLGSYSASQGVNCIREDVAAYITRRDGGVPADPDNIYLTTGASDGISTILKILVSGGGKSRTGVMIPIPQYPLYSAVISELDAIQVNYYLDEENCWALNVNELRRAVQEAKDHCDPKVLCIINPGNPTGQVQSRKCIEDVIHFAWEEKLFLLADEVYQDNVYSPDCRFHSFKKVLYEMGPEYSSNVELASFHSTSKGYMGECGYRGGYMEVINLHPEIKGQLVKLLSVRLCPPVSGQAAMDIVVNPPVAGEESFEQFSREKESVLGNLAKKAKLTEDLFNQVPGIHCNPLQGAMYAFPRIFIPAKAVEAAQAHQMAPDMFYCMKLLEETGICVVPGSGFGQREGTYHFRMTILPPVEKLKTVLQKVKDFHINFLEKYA
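Fluorescence read-out: pyruvate from GPT2 turnover coupled to pyruvate oxidase, HRP and Amplex Red (0.2mM ThPP, 0.2U/mL PO and HRP, 50uM Amplex final). Substrates 250uM a-KG, 2mM L-alanine; enzyme 10ng/uL; 30 min RT.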
SNCA expr inhib = SNCA gene expression inhibition. HEK-293 SNCA-luciferase knock-in, luminescence, 24 h. Potency, µM (titrated, usually from 57.2 µM), without a hit: at the highest dose activity change, negative = inhibition, most hits filed as inhibitors. hit rate 0.17% among 140,000. AID 1671194;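 also: potency is read from the fitted curve at half-maximal effect; plate controls were DMSO cells for no effect and cell-free wells for full effect; nearly all actives have a fitted effect of over 45% in size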
3T3 cytotox = NIH 3T3 cell cytotoxicity | Potency, µM (doses to about 96.7 µM), for the others: top-dose activity change, negative = cytotoxicity, most hits filed as inhibitors | NIH 3T3 viability, CellTiter-Glo ATP luminescence, 48-72 h | hit rate 4.3% among 94,000; also: potency is read from the fitted curve at half-maximal effect; nearly all actives have a fitted effect of over 55% in size
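Luminescent ATP readout (CellTiter-Glo, 10 min RT) after 48 or 72 hr compound exposure of NIH 3T3 cells seeded at 400 cells/well in 1536-well format; quantitative HTS.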
IP6K1 inhibitor = blocks human inositol hexakisphosphate kinase 1 | IP6K1 kinase, ADP-Glo luminescence, 2 h; active compounds read low | AID 1645851 | hit rate 0.81% among 140,000 | activity change, % (series mostly up to about 58 µM) | Q92551; in the data active = activity change below about -25%
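ADP-Glo luminescence measures ADP made by human IP6K1 during a 2 h RT reaction with ATP/IP6 (mix at 1.3 mM/130 uM); top library doses 57.5 and 19.1 uM final.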
FLuc inh = inhibitors of firefly (Photinus pyralis) luciferase | P08659 | purified P. pyralis luciferase, luminescence, biochemical | Potency, µM (doses to about 115 µM), without a hit: at the highest dose activity change, negative = inhibition, hits mostly inhibitors | hit rate 2.5% among 76,000; also: potency is read from the fitted curve at half-maximal effect; nearly all actives have a fitted effect of over 65% in size
Target sequence (P08659 whole entry, looked up): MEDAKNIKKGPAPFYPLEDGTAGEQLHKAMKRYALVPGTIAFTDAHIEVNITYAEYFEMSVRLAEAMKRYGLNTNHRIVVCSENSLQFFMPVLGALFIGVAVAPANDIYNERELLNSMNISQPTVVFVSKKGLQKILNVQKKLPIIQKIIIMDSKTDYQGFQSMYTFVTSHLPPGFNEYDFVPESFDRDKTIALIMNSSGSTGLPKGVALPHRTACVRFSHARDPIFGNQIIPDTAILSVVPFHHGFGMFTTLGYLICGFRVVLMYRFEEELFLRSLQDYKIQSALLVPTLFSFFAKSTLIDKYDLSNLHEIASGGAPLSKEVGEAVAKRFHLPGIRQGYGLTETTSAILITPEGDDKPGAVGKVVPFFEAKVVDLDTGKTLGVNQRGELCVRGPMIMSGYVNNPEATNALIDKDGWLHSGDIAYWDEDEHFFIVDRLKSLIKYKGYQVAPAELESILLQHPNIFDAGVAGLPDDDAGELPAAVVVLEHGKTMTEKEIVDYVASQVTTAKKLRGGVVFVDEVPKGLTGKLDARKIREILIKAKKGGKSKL
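Purified 10nM P. pyralis luciferase with 10uM D-luciferin and 10uM ATP in 50mM Tris acetate pH 7.5, 10mM Mg acetate, 0.01% Tween-20, 0.05% BSA. qHTS titration; luminescence read by CCD imager.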
HEK cytotox = cytotoxic compounds in HEK 293 cells; HEK 293 viability, ATP luminescence (CellTiter-Glo), 48-72 h; Potency, µM (highest dose often 115 µM), for inactives: at the top dose activity change, negative = cytotoxicity, usual class: inhibitors; hit rate 6.6% among 94,000; AID 1345083; also: potency is read from the fitted curve at half-maximal effect; nearly all actives have a fitted effect of over 60% in size
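Read-out: CellTiter-Glo ATP luminescence. Cells: HEK 293, 250 cells/well. Exposure: 48 or 72 hr, 37 degree Celsius.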
SNCA viab count = cell viability loss counter-screen. HEK-293-SNCA-luc viability, GF-AFC fluorescence, 24 h. Potency, µM (doses to about 57.1 µM), inactives show top-dose activity change, negative = cytotoxicity, most hits filed as cytotoxic. hit rate 0.12% among 150,000;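 also: potency is read from the fitted curve at half-maximal effect; 0% = DMSO-treated cells and -100% = medium-only wells without cells; nearly all actives have a fitted effect of over 30% in size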
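Cytotoxicity counterscreen: after 24 h compound treatment of genome-edited SNCA-luciferase HEK-293 cells, live-cell protease substrate GF-AFC read by fluorescence after 30 min; activity scaled between DMSO (0%) and medium-only (-100%), curves Hill-fitted.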
Active calls of the source: *; i = inactive; ? = inconclusive; . = no result given; [ ] = remark or other dose. Unless noted, calls follow the shape of the dose curve; as a rule, active = well fitted curve in the direction sought with a large enough effect; inconclusive = small, poorly fitted or top-dose-only effect, or another doubt; inactive = no such curve, though single readings can be large; an effect the other way counts as inactive or inconclusive. Unless noted, % is scaled to controls: 0 for no effect and ±100 for the full control effect. Only part of the results is shown; rates above refer to the full screens.

SMILES | GPT2 inh | SNCA expr inhib | 3T3 cytotox | IP6K1 inhibitor | FLuc inh | HEK cytotox | SNCA viab count
Cc1c(Cl)cccc1NC(=O)N1CCC(OC2CCN(S(C)(=O)=O)CC2)CC1 | i | -9% | -18% | 12 | 4% | ? | 7%
CN1CCC2(CCC1=O)CN(C(=O)N1CCOCC1)CCN2C (stereo not drawn) | -6% | -18% | i | 3 | -4% | i | 5%
Cc1ccc(-c2cc(C(=O)NCc3cccs3)c3cnn(C)c3n2)c(C)c1 | -1% | -3% | ? | 4 | . | ? | -18%
CC(C)(C)OCC(O)CN1CCC(=O)N(CC2CC2)Cc2ccccc21 (stereo not drawn) | . | . | -21% | -10 | . | ? | .
COc1cc2c(=O)c(C(=O)c3ccc(C)c(C)c3)cn(Cc3ccccc3F)c2cc1OC | . | 27% | . | -4 | . | . | ?
CCn1ncc(CN2CC[C@H]3C(=O)NCCCCCCN(Cc4ccncc4)[C@@H]3C2)c1C | 1% | -10% | -21% | 26 | 4% | i | 2%
COc1ccc(-c2cc3ccc(O)c(CN4CCCCC4C)c3oc2=O)cc1OC (stereo not drawn) | . | 68%[activator] | . | -1 | . | . | ?
Cc1nc2ccccc2n1CCc1nc2c3ccccc3nc(SCc3ccccc3F)n2n1 | . | -3% | . | 15 | . | . | -5%
O=C(N/N=C/c1ccccc1O)c1ccncc1 | 1% | -38%[25.6 µM] | . | 6 | . | . | -3%[23.9 µM]
O=C(Nc1ccc(F)c(Cl)c1)c1cc2n(n1)CC(c1ccc3c(c1)OCO3)OC2 (stereo not drawn) | 0% | -4% | ? | 1 | -13% | 45µM* | -6%
COCCOCC1(CNCc2cn(C)c3ccccc23)C[C@@H](O)[C@@H](O)C1 (stereo partly drawn) | 1%[88.5 µM] | -9%[87.6 µM] | 3%[138 µM] | -9 | -5%[172 µM] | -9%[172 µM] | 3%[87.6 µM]
CC(=O)N1CCC(N2CCC[C@H]2c2nc(-c3ccc(-c4ccncc4)nc3)no2)CC1 | -5%[88.5 µM] | ? | ? | 1 | 0%[172 µM] | -13%[172 µM] | 5%[87.6 µM]
Cn1c(CN2CCOCC2)nnc1C1CCCN(C(=O)c2cc[nH]c2)C1 (stereo not drawn) | -14% | 13% | 3% | 5 | -7% | -5% | 5%
COc1ccc(C(=O)N[C@@H]2CCC[C@@H]2C(=O)NCCCOC(C)C)cc1 | -2% | -11% | 3% | 8 | 4% | 4% | ?
COc1ccc(S(=O)(=O)N(CC(=O)NCCSc2ccccc2)c2ccc(Cl)cc2)cc1 | . | 15% | . | -11 | . | . | -5%
COC(=O)[C@@H]1Cc2ncn(Cc3ccc(OC)cc3)c2CN1S(=O)(=O)Cc1ccccc1 | ? | 10% | ? | -13 | -3% | -11% | ?
CC1CCN(S(=O)(=O)c2ccc3nc(N4CCN(c5ccccc5F)CC4)ccc3c2)CC1 | . | 63%[activator] | . | 38 | . | . | -2%
Nc1nccc(N2CC[C@H]3N(CCOCCO)CCC[C@]3(C(=O)O)C2)n1 | i | 21% | i | 12 | 4% | 3% | -2%
COCCc1noc(CC2CCOC3(CCN(C(=O)C4CCCC4)CC3)C2)n1 (stereo not drawn) | -14% | 14% | -12% | 2 | 6% | -16% | 7%
CCc1nc2c(=O)n(CC(=O)N3CCN(C4CCCCC4)CC3)nc(C)c2s1 | i | -11% | 4% | 2 | -4% | -14% | 1%
CN1CCOc2c(C(=O)NCc3cccnc3)cc(-c3ccccc3)cc21 | 3%[88.5 µM] | -18%[87.6 µM] | ? | -14 | -20%[172 µM] | ? | -26%[87.6 µM]
COc1ccccc1-c1cc(NC(=O)COc2ccc(C)c(C)c2)n(-c2ccccc2)n1 | . | 19% | . | 6 | . | . | 2%
CC(C)(C(=O)N1CCc2[nH]nc(-c3ccc(F)c(F)c3)c2C1)n1cccc1 | 3% | ? | ? | 31 | -5% | ? | -21%
CCOc1ccc(CNC(=O)CSc2c3c(nc4ccc(Cl)cc24)CCCC3)cc1 | . | ? | . | 11 | . | . | -6%
CCN1C(=O)c2ccccc2Sc2ccc(NC(=O)Nc3ccc(C(C)=O)cc3)cc21 | . | ? | . | -10 | . | . | -18%
CC(C)CCN1C[C@@H](CO)[C@H](c2nc(-c3cccnc3)no2)C1 | i | 78%[activator] | -16% | -4 | ? | -18% | -5%
Cc1cccc(N2CCN(C(=O)c3oc(=O)c4ccccc4c3-c3ccccc3)CC2)c1C | . | 42%[activator] | . | 24 | . | . | -2%
COC(=O)CCNC(=O)C1c2ccccc2C(=O)N(Cc2ccccc2)C12CCCC2 (stereo not drawn) | i | -6% | 5% | -8 | 12% | -9% | ?
CCN1CCC(CCNC(=O)C2N(C(C)C)C(=O)C23CCCCC3)CC1 (stereo not drawn) | 0% | -4% | -5% | -13 | 7% | -6% | 4%
O=C(C1CCC1)N1CCC(n2cc(-c3nc(-c4ccccc4)no3)nn2)CC1 | 5% | 57%[activator] | ? | 2 | -16% | ? | 11%

Reprinted at random: two records from the list.
SMILES | GPT2 inh | SNCA expr inhib | 3T3 cytotox | IP6K1 inhibitor | FLuc inh | HEK cytotox | SNCA viab count
CC(C)(C(=O)N1CCc2[nH]nc(-c3ccc(F)c(F)c3)c2C1)n1cccc1 | 3% | ? | ? | 31 | -5% | ? | -21%
CN1CCOc2c(C(=O)NCc3cccnc3)cc(-c3ccccc3)cc21 | 3%[88.5 µM] | -18%[87.6 µM] | ? | -14 | -20%[172 µM] | ? | -26%[87.6 µM]

More entries:
SMILES | GPT2 inh | SNCA expr inhib | 3T3 cytotox | IP6K1 inhibitor | FLuc inh | HEK cytotox | SNCA viab count
O=C(Cc1ccccc1)N1CCC(N2CC3CC(C2)[C@H]2CCCC(=O)N2C3)CC1 (stereo partly drawn) | i | 46%[activator] | 3% | -12 | 7% | -16% | 3%
COc1ccc(Nc2ccc3nnc(-c4ccccn4)n3n2)cc1 | -8%[88.5 µM] | 20%[87.6 µM] | ? | -18 | 5%[172 µM] | 71µM* | -27%[87.6 µM]
CCOC(=O)c1ccc(-c2ccc(/C=C(\C#N)C(=O)Nc3cccc(C)c3)o2)cc1 | . | 9% | . | 20 | . | . | -2%
O=C(C1CCCN1C(=O)c1ccc(C(F)(F)F)cc1)N1CCC(c2nc3ccncc3[nH]2)C1 (stereo not drawn) | i | 22% | i | 5 | . | -3% | 11%
COc1ccc(N(C)C(=O)c2cn(C)c(=O)c3cc(OC)c(OC)cc23)cc1 | . | 42%[activator] | . | 30 | . | . | -3%
CC(C)CCNC(=O)C1CCN(c2nc3ccc(Cl)cc3[nH]2)CC1 | . | 14% | . | -14 | . | . | -25%
CCc1ccc(NC(=O)c2ccc(F)c(S(=O)(=O)N3CCc4ccccc4C3)c2)cc1 | . | -4% | . | 8 | . | . | 3%
Cc1ccc(-c2ncc(C(=O)Nc3ccccc3F)c(-c3ccncc3)n2)cc1 | i | -16% | -4% | 7 | 8% | ? | -23%
Cc1ccc(C(=O)N2CC[C@H](N3CCN(C)CC3)[C@H](CCCO)C2)cc1C | -1% | -10% | -5% | 8 | 3% | -4% | -2%
Cc1cc(C)n(CCc2nc3c4ccccc4nc(N4CCN(c5ccc(F)cc5)CC4)n3n2)n1 | . | 10% | . | 13 | . | . | -18%
CCCCN(CC)C(=O)c1c[nH]c2ccc(S(=O)(=O)N(C)c3ccc(Cl)cc3)cc2c1=O | . | -18% | . | 12 | . | . | -2%
O=c1n(CCN2CCCN([S+](=O)([O-])c3cccc(C(F)(F)F)c3)CC2)nc2n1CCCC2 | . | . | -21% | 4 | . | -10% | .
CCc1ccccc1NC(=O)COCc1cc(-c2ccco2)on1 | . | 20% | . | 21 | . | . | 8%
O=C1CC(c2ccccc2)N(Cc2ccncc2)CCCN(C(=O)CC2CCCCC2)CCN1 (stereo not drawn) | 2% | -3% | ? | 17 | -8% | ? | -1%
c1ccc2sc(SN3CCOCC3)nc2c1 | 1% | 65%[25.6 µM] | . | 16 | . | . | 16%[23.9 µM]
O=C(C1CC(=O)N(c2n[nH]c3cccc(F)c23)C1)N1CCN(Cc2ccccc2)CC1 (stereo not drawn) | i | -23% | -21% | 5 | -6% | ? | -13%
Cc1ccccc1CNC(=O)c1ccc2c(c1)N(C)C1CCCCN1C2=O (stereo not drawn) | 5% | 40%[activator] | -15% | 4 | -13% | ? | 8%[12.5 µM]
CC(=O)c1cc(C(=O)NCc2c(C)ncc3c2CCNC3)[nH]n1 | -1% | 10% | 5% | 13 | 5% | -9% | -8%
COc1ccc(C(=O)N2CCCC(C(=O)N3CCC4(CC3)CC(=O)Nc3ccccc3O4)C2)cc1 (stereo not drawn) | i | 1% | -31% | 2 | . | ? | 10%
CC(C)C(=O)N1CCC(Oc2ncccc2C(=O)N(C)C)C1 (stereo not drawn) | -5% | -12% | i | 4 | 7% | 2% | 2%
Clc1cccc(-n2ncc3c(N4CCN(Cc5ccccc5)CC4)ncnc32)c1 | . | 12% | . | 14 | . | . | -7%
O=C(C1CCc2nnc(C3CCN([S+](=O)([O-])c4ccccc4Cl)CC3)n21)N1CCOCC1 (stereo not drawn) | i | 29% | -26% | -8 | . | -24% | 21%
c1cc(CN2CCC(N3CC(OCC4CC4)C34CCOCC4)CC2)ccn1 (stereo not drawn) | i | -6% | -6% | -2 | 2% | -21% | 3%
CCC(C)NC(=O)C1CCC(CNS(=O)(=O)c2cccc3nsnc23)CC1 (stereo not drawn) | . | 12% | . | -17 | . | . | 2%
COCCNC(=O)c1nn(-c2ccc(Cl)cc2)nc1CO | . | 61%[activator] | . | 23 | . | . | 10%
Cc1ccc(NC(=O)CN2CCCN(Cc3cc(C)ccc3C)S2(=O)=O)c(Cl)c1 | . | -7% | . | -8 | . | . | 18%

In the list so far, 7 have an NH in an aromatic ring.
SMILES | GPT2 inh | SNCA expr inhib | 3T3 cytotox | IP6K1 inhibitor | FLuc inh | HEK cytotox | SNCA viab count
Cn1c(CN2CCOCC2)nnc1C1CCCN(C(=O)c2cc[nH]c2)C1 (stereo not drawn) | -14% | 13% | 3% | 5 | -7% | -5% | 5%
CC(C)(C(=O)N1CCc2[nH]nc(-c3ccc(F)c(F)c3)c2C1)n1cccc1 | 3% | ? | ? | 31 | -5% | ? | -21%
O=C(C1CCCN1C(=O)c1ccc(C(F)(F)F)cc1)N1CCC(c2nc3ccncc3[nH]2)C1 (stereo not drawn) | i | 22% | i | 5 | . | -3% | 11%
CC(C)CCNC(=O)C1CCN(c2nc3ccc(Cl)cc3[nH]2)CC1 | . | 14% | . | -14 | . | . | -25%
CCCCN(CC)C(=O)c1c[nH]c2ccc(S(=O)(=O)N(C)c3ccc(Cl)cc3)cc2c1=O | . | -18% | . | 12 | . | . | -2%
O=C(C1CC(=O)N(c2n[nH]c3cccc(F)c23)C1)N1CCN(Cc2ccccc2)CC1 (stereo not drawn) | i | -23% | -21% | 5 | -6% | ? | -13%
CC(=O)c1cc(C(=O)NCc2c(C)ncc3c2CCNC3)[nH]n1 | -1% | 10% | 5% | 13 | 5% | -9% | -8%
